# TGFb inhibitor – TGF-b pathway inhibition. HepG2 CAGA-GFP TGF-b/SMAD3 reporter, GFP fluorescence, 18 h; TGF-beta stimulated, 500 pg/mL final. Potency, µM (titrated, usually from 46.1 µM), for inactives: at the top dose activity, negative = inhibition, hits mostly inhibitors. 1.2% of 410,000 active. AID 588855; also: potency is read from the fitted curve at half-maximal effect; % is scaled to controls: 0 for no effect and ±100 for the full control effect; nearly all actives have a fitted effect of over 65% in size
#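 Inhibition was scored as loss of TGF-beta-induced (500 pg/mL final, 18 hours, 37 degrees C) GFP in HEPG2 cells carrying a CAGA-GFP reporter, in DMEM with 1% FBS. Well GFP was summed per cell; Activity was normalised to unstimulated and stimulated DMSO wells, then concentration-response fitting.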
# pAkt inh – blocks phosphorylation of Akt. Neuro2A IGF-stimulated pAkt S473 HTRF, 20 min; active compounds read low. activity change, % for hits at 50 µM. 0.32% of 360,000 active. AID 651550; in the data active = activity change below about -80%; inconclusive = mostly about -51% to -80%; also: % is scaled to controls: 0 for no effect and ±100 for the full control effect
#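 Neuro2A cells (4,500/well, DMEM with 0.5% FBS) were treated with compound at a single 50 µM final concentration, stimulated with 6 nM IGF for 20 min at 37 °C, and lysed. Phospho-Akt Ser473 was read by HTRF as 665/615 ratio ×10^4.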
# HepG2 viability – kills HepG2 cells in TGF-b inhibitor counter-screen; Potency, µM (titrated, usually from 46.1 µM), without a hit: at the highest dose activity change, negative = cytotoxicity, usual class: cytotoxic; HepG2 CAGA-GFP viability, ATP luminescence, 18 h; 0.76% of 410,000 active; also: potency is read from the fitted curve at half-maximal effect; some results filed as inactive show a strong effect at the top dose
#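 CellTiter-Glo luminescence gave cytotoxicity after 18 hours at 37 degrees C. The cells were HepG2 CAGA-GFP in 1% FBS DMEM, stimulated with 500 pg/mL TGF-beta after compound addition. %Activity was normalised to no-cell wells (complete cell-killing) and DMSO (no toxicity), and curves were fitted and classified.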
# A549 tox – counter-screen for Nrf2 inhibitors: cytotoxicity in A549 cells. 0.16% of 390,000 active. AID 504648. Potency, µM (highest dose often 46 µM), for the others: top-dose activity change, negative = cytotoxicity, hits mostly inhibitors. A549 ARE-Fluc cells, CellTiter-Fluor viability, 18-24 h; also: potency is read from the fitted curve at half-maximal effect; % is scaled to controls: 0 for no effect and ±100 for the full control effect
#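 Cytotoxicity counterscreen: CellTiter-Fluor fluorescence was measured in A549 ARE_Fluc cells after 18-24 h of compound exposure in a concentration series. The subsequent BugLite luminescent read reports ARE-luciferase activity.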
# S2 tox – viability counter-screen for ATXN expression inhibitors; S2 cells (HEK-293 line with an ATXN2-luciferase reporter) viability, CellTiter-Fluor protease fluorescence, 24 h; Potency, µM (series often up to 56.7 µM), hits mostly cytotoxic; 0.49% of 400,000 active; AID 651635; also: potency is read from the fitted curve at half-maximal effect; nearly all actives have a fitted effect of over 40% in size
# Nrf2 inh – inhibitors of Nrf2 signaling; A549 ARE-Fluc reporter, luciferase luminescence, 18-24 h; Potency, µM (titrated, usually from 46 µM), for inactives: at the highest dose activity change, negative = inhibition, hits mostly inhibitors; 2.1% of 360,000 active; AID 504444; also: potency is read from the fitted curve at half-maximal effect; % is scaled to controls: 0 for no effect and ±100 for the full control effect; nearly all actives have a fitted effect of over 60% in size
#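 Nrf2 function is reported as luminescence of an ARE-controlled luciferase in A549 cells. Compounds were tested at several concentrations, and a CellTiter-Fluor read on the same wells flagged cytotoxicity.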
# Mm-Cpn inhibitor – blocks the Methanococcus maripaludis chaperonin Mm-Cpn. purified Mm-Cpn ATPase, ADP Transcreener TR-FRET. Potency, µM (top dose mostly 76.9 µM), for inactives: at the top dose activity, negative = inhibition, actives largely listed as inhibitors. 0.031% of 330,000 active. AID 504842; also: potency is read from the fitted curve at half-maximal effect; % is scaled to controls: 0 for no effect and ±100 for the full control effect; nearly all actives have a fitted effect of over 80% in size
#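 Compound-treated chaperonin, 25 nM final, turns over 10 uM ATP at 37°C for 30 min following a 10 min preincubation; ADP generated competes with ADP-d2 for Eu-cryptate antibody, lowering FRET.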
# Nrf2 ARE act – Nrf2 pathway activation | AREc32 ARE-luciferase reporter (MCF7-derived line), luminescence, 24 h | Potency, µM (doses to about 46.1 µM), inactives show top-dose activation, actives largely listed as activators | 0.31% of 410,000 active; also: potency is read from the fitted curve at half-maximal effect; % of control where 0% means no effect; nearly all actives have a fitted effect of over 65% in size
#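 ARE-driven firefly luciferase activity in AREc32 cells measured after a 24 hr compound exposure at 37 deg C, using Steady-Glo reagent and a 30 min room-temperature hold.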
# CCT modulator – cytosolic chaperonin activity modulation; AID 651819; activity change, % (concentration not given with the values), hits read low; 0.3% of 360,000 active; purified chaperonin ATPase assay, HTRF ADP detection, 30 min; in the data active = activity change below about -30%; also: % is scaled to controls: 0 for no effect and ±100 for the full control effect
#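 ATPase activity: ADP formed was measured by HTRF Transcreener (665/615 nm ratio) after 30 min at 37 deg C with 10 uM ATP. Compounds screened at one 76 uM concentration against 40 or 20 nM TRiC in Tris pH 7.4/KCl/MgCl2/DTT buffer.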
# * marks the source's active call; other numbers are inactive results; i = inactive; ? = inconclusive; · = no result given; & = joins results of further samples; [ ] = dose if it differs, or a comment. Unless noted, calls follow the shape of the dose curve; as a rule, active = well fitted curve in the direction sought with a large enough effect; inconclusive = small, poorly fitted or top-dose-only effect, or another doubt; inactive = no such curve, though single readings can be large; an effect the other way counts as inactive or inconclusive.
SMILES,TGFb inhibitor,pAkt inh,HepG2 viability,A549 tox,S2 tox,Nrf2 inh,Mm-Cpn inhibitor,Nrf2 ARE act,CCT modulator
COC(=O)c1[nH]c2cccc(C)c2c1NC(=O)CN1CCCc2ccccc21,-27%,i,-8%,14%,i,·,1%,18%,2.4
CC(=O)C1=C(c2cccc([N+](=O)[O-])c2)N(C(C)=O)n2c(C)nnc2S1,11µM*,i,11µM*,-19%,?,-30%,2%,12%,0.2
CCn1c(=O)c2cc(C(=O)NCCCOC)sc2c2ccccc21,18%&2%,i,5%&-17%,-8%&6%,i,?,-1%,3.8%&-0.2%,-0.6
Cc1c(Br)c(=O)[nH]c(=O)n1COCc1ccccc1,13%,i,-1%,0%,i,?,2%,-0.9%,-0.9
CCC1(C)Cc2c(sc3nc(SCC(=O)c4ccccc4)[nH]c(=O)c23)CO1 (stereo unspecified),8%,i,5%,-8%,i,-20%,1%,-0.8%,0.7
COc1ccc2nc3oc(C(=O)N4CCC(C(N)=O)CC4)cc3cc2c1,-1%,i,-9%,0%,i,27%,-5%,-0.3%,-4.4
CCOc1ccc(NC(=O)CN2C(=O)COc3ccc(Cl)cc32)cc1,9%,i,-1%,13%,i,-10%,0%,-0.7%,-1.4
COC(=O)[C@@]1(C)[C@H]2C(=O)N(C)C(=O)[C@H]2[C@H]2CN=C(SCc3ccc(C#N)cc3)N21,23%,i,0%,1%,i,0%,0%,-0.1%,1.0
Nc1ccc(C(=O)OCc2nc3ccccc3[nH]2)cc1,-8%,i,3%,-6%,i,-3%,0%,0.2%,-1.6
O=C(CCC1CCCN(C(=O)c2cc(C3CC3)[nH]n2)C1)N1CCN(c2ccccn2)CC1 (stereo unspecified),5%,i,7%,-6%,i,-15%,-1%,-0.7%,2.1
COC(=O)C[C@@H]1C[C@H]2c3cc(NC(=O)Nc4ccccc4F)ccc3O[C@H]2[C@H](CO)O1,-3%,i,3%,·,i,·,·,-1.0%,2.8
O=C(Nc1cccc(C(=O)N2CCCCC2)c1)C1CCCC1,-2%,i,-1%,-1%,i,8%,·,-0.8%,-0.6
CC1=C(C(=O)OCc2ccccc2)C(c2ccc(Cl)cc2Cl)NC(=O)N1CCCC(=O)O (stereo unspecified),-10%,i,4%,-1%,i,-19%,-4%,-1.4%,-2.2
COCCn1c(SCC(=O)NC2CCCC(C)C2C)nc2ccccc2c1=O (stereo unspecified),-11%,i,-4%,1%,i,-11%,1%,0.3%,-1.2
Cc1nn2c(NCc3ccccn3)cc(C(C)(C)C)nc2c1-c1ccccc1,?,i,-57%,1%,?,?,0%,-0.3%,3.2
Nc1ccccc1Oc1ccc2ccccc2c1,16µM*,i,-35%,5%,i,19%,-1%,5.9%,-0.6
COCCNCC(=O)C12CC3CC(CC(C3)C1)C2,-16%,i,-4%,-5%,i,?,-1%,0.4%,-0.4
Cc1cc(C)nc(NC(=O)NC(=O)c2ccccc2)n1,-25%,i,-10%,-1%,i,-11%,1%,1.8%,-0.2
Cc1ccc(-c2noc(CSc3nnc(C)n3-c3ccc(F)cc3)n2)cc1,-24%,·,-35%,0%,i,-3%,·,8.6%,·
Nc1ccc(S(=O)(=O)c2cccc(N)c2)cc1,-7%,i,-2%,-8%[1.84 µM],i,2%,3%,0.5%,-2.0

# Record cards (already shown).
# `CC(=O)C1=C(c2cccc([N+](=O)[O-])c2)N(C(C)=O)n2c(C)nnc2S1` in the list: TGFb inhibitor = 11µM*; pAkt inh = i; HepG2 viability = 11µM*; A549 tox = -19%; S2 tox = ?; Nrf2 inh = -30%; Mm-Cpn inhibitor = 2%; Nrf2 ARE act = 12%; CCT modulator = 0.2
# `Nc1ccccc1Oc1ccc2ccccc2c1` in the list: TGFb inhibitor = 16µM*; pAkt inh = i; HepG2 viability = -35%; A549 tox = 5%; S2 tox = i; Nrf2 inh = 19%; Mm-Cpn inhibitor = -1%; Nrf2 ARE act = 5.9%; CCT modulator = -0.6
# `CCC1(C)Cc2c(sc3nc(SCC(=O)c4ccccc4)[nH]c(=O)c23)CO1` (stereo unspecified) in the list: TGFb inhibitor = 8%; pAkt inh = i; HepG2 viability = 5%; A549 tox = -8%; S2 tox = i; Nrf2 inh = -20%; Mm-Cpn inhibitor = 1%; Nrf2 ARE act = -0.8%; CCT modulator = 0.7

# More entries follow:
SMILES,TGFb inhibitor,pAkt inh,HepG2 viability,A549 tox,S2 tox,Nrf2 inh,Mm-Cpn inhibitor,Nrf2 ARE act,CCT modulator
O=C(COC(=O)CCC(=O)c1ccc(F)cc1)NCCc1ccccc1,0%,i,4%,3%,i,3%,-1%,-0.3%,-2.9
CCCN(Cc1nnc(-c2ccccc2Cl)o1)C(=O)c1ccc(C)c(S(=O)(=O)N2CCOCC2)c1,?,i,-3%,-18%,i,-7%,-4%,0.2%,-0.6
O=C1C=C(c2ccccc2C(F)(F)F)C[C@@H](c2ccc3c(c2)OCO3)C1,?,i,-8%,4%,i,-9%,0%,0.7%,-0.6
CCCCCCCCN1C(=O)[C@H](CC(=O)NCCCCc2ccccc2)C[C@@]2(C(=O)OCC)CCCC=C12,·,i,·,·,?,·,·,-0.5%,2.5
COc1ccc(C2C(C#N)=C(N)OC3=C2C(=O)CC(C)(C)C3)cc1Cn1nc(C)c([N+](=O)[O-])c1C (stereo unspecified),-21%,i,0%,-2%,i,0%,?,3.1%,-1.8
O=C(C1COc2ccccc2O1)N1CCN(c2ccccc2F)CC1 (stereo unspecified),-2%,i,-18%,-3%,i,12%,-2%,-0.9%,-0.7
CC(C)CC(=O)Nc1nnc(S(=O)(=O)Nc2ccccc2)s1,2%,i,-4%,2%,i,-7%,1%,-2.1%,-4.0
Cn1c(=O)c2c3c(sc2n2c(SCC(N)=O)nnc12)CC(C(C)(C)C)CC3 (stereo unspecified),1%,i,13µM*,3%,i,-15%,-2%,2.5%,-5.9
CCC(=O)N1CCN(c2ccc(NC(=O)c3cc4ccccc4o3)cc2)CC1,0%,i,1%,-5%,i,?,0%,-0.2%,-0.8
O=C(CSc1nc2c([nH]c3ccccc32)c(=O)n1-c1ccc(Cl)cc1)NC1CCCCC1,0%,·,-7%,-20%,?,·,·,-0.4%,·
O=C(CNC(=O)c1ccccc1Cl)OCc1cc(=O)n2nc(C3CC3)sc2n1,-13%,·,-14%,-3%,i,?,·,3.9%,·
COc1ccc([N+](=O)[O-])cc1NC(=O)C1CCCN1S(=O)(=O)c1cccs1 (stereo unspecified),-2%,i,5%,-13%,?,-25%,-5%,0.8%,-2.2
COc1ccc(Cl)cc1C(=O)NNC(=O)CCNC(C)=O,0%,i,-5%,8%,i,-2%,0%,4.9%,-6.3
N#CCC(=O)N/N=C/c1cn(Cc2ccc3ccccc3c2)c2ccccc12,?,i,3.5µM*,-13%,?,?,-3%,11%,-1.9
COc1ccccc1CN1CC(C(=O)NCCN2CCOC2=O)CCC1=O (stereo unspecified),3%,i,18%,-5%,i,12%,3%,-0.6%,0.4
CCCCC#Cc1cncc(C(=O)N/N=C/c2ccccc2)c1,9%,i,-12%,2%,i,-4%,-1%,1.8%,-0.2
COC(=O)NCC(c1ccc2c(c1)OCO2)N1CCN(c2ccccc2)CC1 (stereo unspecified),-1%,i,-5%,0%,i,-1%,-6%,-0.1%,-1.8
CCOC(=O)CNC(=O)Nc1cc(C(=O)NCc2ccc(C(C)C)cc2)ccc1N1CCCC1,-15%,·,-15%,4%,i,·,·,0.5%,·
Cc1c(-n2c(O)c(C3=c4ccccc4=NC3=O)sc2=O)c(=O)n(-c2ccccc2)n1C,-3%,i,-2%,7%,i,-9%,0%,0.1%,1.1
N#Cc1cccc(NC(=O)Cc2ccccc2)c1,8%,i,-4%,-3%,i,-11%,3%,0.1%,-2.4
Cc1ccccc1-c1noc(CCC(=O)Nc2cccc(C)c2C)n1,?,·,-1%,10%,i,5%,·,-1.0%,·
COc1ccccc1C(=O)Nc1ccc(OCC(=O)N2CC(C)OC(C)C2)cc1 (stereo unspecified),-2%,i,2%,4%,i,-18%,-2%,0.8%,-29
Cc1cc(/C=C(\C#N)C(=O)Nc2ccccc2)c(C)n1-c1ccc(F)cc1,-7%,·,1%,-1%,i,1%,·,0.1%,·
Cc1c(NS(=O)(=O)c2ccc3c(c2)n(C)c(=O)n3C)c(=O)n(-c2ccccc2)n1C,?,i,0%,-1%,i,1%,1%,0.2%,0.9
O=c1[nH]ncc(N/N=C\c2cccs2)c1Cl,2%,i,-1%,1%,i,-8%,1%,4.5µM*,0.1
CN(C)S(=O)(=O)c1ccc(-c2ccccc2)cc1,5%,i,3%,2%,i,1%,0%,3.3%,-1.2
CCCC(NC(=O)C(C)Sc1nnnn1C1CC1)c1ccccc1 (stereo unspecified),10%,i,-2%,0%,i,0%,1%,-0.5%,2.9
CCCCCCn1cc(CN2CC(N(C)CC)CS2(=O)=O)nn1 (stereo unspecified),·,i,·,·,i,·,·,-0.3%,0.7
CCOC(=O)c1cc2c(nc1N)CCCC2,-2%,i,-52%,0%,i,-20%,-10%,-0.9%,-1.4
CCOC(=O)NC(NC(=O)OCC)C(=O)c1ccccc1,8%,i,-31%,0%,i,·,-1%,-0.3%,0.5
O=C(CCCCC(=O)OCC1CCCO1)OCC1CCCO1 (stereo unspecified),6%,i,21%,-1%,i,0%,·,-0.5%,-3.2
O=C(Nc1nnc(S(=O)(=O)Cc2ccc(F)cc2)s1)c1ccccc1F,-3%,i,-5%,0%,?,-7%,-8%,0.3%,-6.0
O=C(Nc1ccc(F)cc1)Nc1ccc(N2CCCC2)c(S(=O)(=O)Nc2ccccc2Cl)c1,4µM*,i,-4%,?,?,23µM*,-1%,2.6%,0.3
CCOc1ccc2nc(SCC(=O)c3ccccc3)sc2c1,-10%,i,0%,-3%,i,16%,-2%,3.0%,-2.6
